Source: PubChem
DENV2 CPE = protects cells from dengue virus 2 cytopathic effect | DENV2-infected cells, cytopathic effect rescue, plate reader | CPE inhibition, % at 9.99 µM | 350,000 compounds, 1.7% hits; in the data active = CPE inhibition above about 20%, passing the limit was not always enough; inconclusive = no clear call, values can overlap the other calls; tested in BHK-21 cells;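 note: 0% = median of neutral control wells and 100% = median of positive control wells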
PAX8 inh HTS = PAX8 transcriptional activity inhibition. RMG-I TPO-luciferase reporter, SteadyGlo, 24 h. inhibition, % at 12.6 µM. 360,000 compounds, 1.2% hits. AID 652154;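 active = mean replicate inhibition at least 60% with every replicate also reaching 60%; inconclusive = only one of the two criteria is met; inactive = mean below 60% and not all replicates reaching 60%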;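 note: luciferase light reporting Pax8 driven TPO promoter activity; plate controls were median of neutral control wells for no effect and mitoxantrone controls for full effect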
Casp6 inh = caspase-6 (human) enzyme inhibition; 350,000 compounds, 0.53% hits; P55212; inhibition, % at 12.5 µM; purified caspase-6, Z-VEID-R110 cleavage fluorescence; AID 686996;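 active = mean inhibition across replicates at least about 35%, with every replicate also reaching that limit, limit read from the data; inconclusive = only one of the two criteria met; inactive = neither criterion met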;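 note: 0% = median of neutral control wells and 100% = no fluorescence left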
Target sequence (P55212 24-179 limits assumed): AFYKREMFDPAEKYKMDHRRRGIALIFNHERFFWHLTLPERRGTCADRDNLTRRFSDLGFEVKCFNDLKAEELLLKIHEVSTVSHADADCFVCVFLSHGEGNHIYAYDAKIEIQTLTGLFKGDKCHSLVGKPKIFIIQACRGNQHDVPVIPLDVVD
Target sequence (P55212 194-293 limits assumed): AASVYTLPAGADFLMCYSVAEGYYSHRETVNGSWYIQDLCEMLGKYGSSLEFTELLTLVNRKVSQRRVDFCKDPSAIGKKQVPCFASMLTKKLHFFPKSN
SIRT5 inh = blocks human SIRT5 desuccinylation of peptide | Q9NXA8 | Purified SirT5, succinyl-peptide AMC, trypsin-coupled fluorescence | inhibition, % at 15 µM | 330,000 compounds, 1.1% hits; in the data active = inhibition above about 15%; inconclusive = no clear call, values can overlap the other calls
Target sequence (Q9NXA8 whole entry, looked up): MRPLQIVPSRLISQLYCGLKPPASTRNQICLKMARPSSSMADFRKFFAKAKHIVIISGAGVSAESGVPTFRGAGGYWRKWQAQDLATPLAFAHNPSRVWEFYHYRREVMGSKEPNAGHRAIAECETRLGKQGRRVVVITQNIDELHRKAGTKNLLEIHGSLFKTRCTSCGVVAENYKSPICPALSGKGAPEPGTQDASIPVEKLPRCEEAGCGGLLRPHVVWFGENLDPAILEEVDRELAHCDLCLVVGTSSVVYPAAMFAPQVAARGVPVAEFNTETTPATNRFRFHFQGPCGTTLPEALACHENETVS
EWS-Fli inh = blocks EWS/Fli oncoprotein-driven transcription; inhibition, % at 12.6 µM; A673 NR0B1-luciferase reporter, viability-normalised; 350,000 compounds, 0.67% hits; AID 651661;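 active = mean inhibition of at least 50% after viability correction, with every replicate also passing that limit; inconclusive = mean reaches 50% but only one of two replicates passes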;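 note: firefly luciferase signal divided by Alamar Blue viability fluorescence both relative to DMSO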
LGR2 inh = inhibitors of bursicon-induced Drosophila LGR2 receptor cAMP signaling; HEK293 LGR2, CRE-luciferase, bursicon-stimulated, 4 h; inhibition, % at 9.99 µM; 380,000 compounds, 0.35% hits; AID 720647;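 active = drop in luminescence signal, shown as inhibition above about 50% in the replicate tests, limit read from the data, passing the limit was not always enough; inconclusive = probably only some replicates passing the limit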;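 note: agonist challenge used bursicon conditioned medium at about half maximal strength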
ARNT TACC3 PPI = ARNT/TACC3 interaction disruption. Q9Y6A5. 390,000 compounds, 0.66% hits. AlphaScreen His-ARNT PAS-B/GST-TACC3 binding, luminescence; TACC3 fragment carries E629A point mutation. inhibition, % at 9.99 µM;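 active = mean inhibition of replicates at least 50% and at least half of replicates each reaching 50%; inconclusive = half or more replicates reach 50% but mean below 50%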;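 note: 0% = complete ARNT plus TACC3 wells and 100% = ARNT alone without TACC3; many hits fall short of the cut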
* = called active by the depositor; ? = inconclusive; · = not tested or not shown.

| SMILES | DENV2 CPE | PAX8 inh HTS | ARNT TACC3 PPI | Casp6 inh | SIRT5 inh | LGR2 inh | EWS-Fli inh |
| --- | --- | --- | --- | --- | --- | --- | --- |
| CCNC(=O)C[C@@H]1CC[C@H]2[C@@H](COC[C@@H](O)CN2Cc2ccc(Cl)c(Cl)c2)O1 | -14 | -8 | 2 | 0 | -20 | 0 | 1 |
| Cc1ccc(S(=O)(=O)/N=C(\CN2CCCCC2)N2CCOCC2)cc1 | 10 | · | 0 | -3 | -2 | -7 | 8 |
| Cc1ccc2c(C)nc(Nc3nc(CSc4nc5ccccc5[nH]4)cc(=O)[nH]3)nc2c1 | 16 | · | -3 | · | -3 | 32 | -4 |
| Cc1ccc(CSc2cc(C)[nH]c(=O)n2)cc1 | -3 | -22 | -4 | 3 | -1 | -7 | -7 |
| COc1cccc(/C=C2\Sc3ccc(C(=O)NCC4CCCO4)cc3N(C)C2=O)c1 (stereo unspecified) | -2 | 13 | 5 | 2 | -1 | 11 | 1 |
| Cc1ccc(C(=O)N2CC(C(=O)O)C2)cc1 | 0 | -16 | -6 | 0 | 0 | 12 | 9 |
| COc1cc(/C=C(\C#N)C(=O)NCc2cccs2)ccc1O | · | 10 | -3 | · | · | 7 | · |
| O=C(c1ccccc1Cl)N1CCC(c2nc3c(nnn3Cc3ccco3)c(=O)[nH]2)CC1 | -7 | 12 | -1 | 1 | 1 | -3 | 1 |
| CC(C)CNC(=S)NC(=O)c1csc([N+](=O)[O-])c1 | 15 | 22 | -3 | 4 | -4 | · | 3 |
| COc1cc(C(=O)NC2CC(C)(C)Cc3c2cnn3-c2ccccc2)cc(OC)c1OC (stereo unspecified) | 4 | -14 | -2 | -1 | -2 | -2 | -5 |
| O=C(NCc1ccco1)C(=O)NN=Cc1ccccc1O | ? | -35 | · | 12 | · | -1 | -41 |
| C[C@@H]1CN([C@H](C)CO)S(=O)(=O)c2ccc(C3=CCCC3)cc2O[C@@H]1CN(C)C(=O)C1CCC1 | -1 | · | -6 | 4 | 1 | 7 | 10 |
| Cc1ccccc1NS(=O)(=O)c1nnc(NC(=O)C(C)C)s1 | 3 | 3 | -7 | -3 | -4 | 8 | 8 |
| Cc1c(C(=O)N(C)Cc2ccc(F)cc2)sc(=O)n1Cc1ccccc1C#N | 6 | 18 | · | 0 | · | -25 | -10 |
| O=C(Cn1c(=O)cnc2ccccc21)Nc1cccc(S(=O)(=O)N2CCCCC2)c1 | -6 | 6 | -5 | 3 | 0 | 6 | 22 |
| CC(C)CCn1nc(C(=O)OCC(=O)NC(C)c2ccccc2)c2ccccc2c1=O (stereo unspecified) | -5 | -19 | · | -4 | · | · | 1 |
| Cc1cccc(C)c1NC(=O)C(=O)NCCCN1CCOCC1 | 7 | -2 | -10 | -2 | -3 | -8 | -3 |
| CC1(C)C(=O)N(CCN2CCC(C(=O)c3ccc(F)cc3)CC2)c2ccccc21 | 3 | -29 | -2 | 2 | -2 | · | 2 |
| COc1ccc(OCC(=O)Nn2c(-c3ccc(OC)cc3)nc3ccccc3c2=O)cc1 | 3 | -9 | -1 | 2 | 0 | -15 | -4 |
| CCN(Cc1ccncc1)C(=S)Nc1ccccc1C | 12 | -8 | · | 1 | · | 8 | 2 |

Compound profiles, as listed above. Screens in order: DENV2 CPE	PAX8 inh HTS	ARNT TACC3 PPI	Casp6 inh	SIRT5 inh	LGR2 inh	EWS-Fli inh
`CC1(C)C(=O)N(CCN2CCC(C(=O)c3ccc(F)cc3)CC2)c2ccccc21` in the list: 3	-29	-2	2	-2	·	2
`CC(C)CCn1nc(C(=O)OCC(=O)NC(C)c2ccccc2)c2ccccc2c1=O` (stereo unspecified) in the list: -5	-19	·	-4	·	·	1

Next section
| SMILES | DENV2 CPE | PAX8 inh HTS | ARNT TACC3 PPI | Casp6 inh | SIRT5 inh | LGR2 inh | EWS-Fli inh |
| --- | --- | --- | --- | --- | --- | --- | --- |
| CCCCCCCCCOC1OC(CO)C(O)C(O)C1NC(C)=O (stereo unspecified) | 13 | 11 | · | 5 | 3 | 3 | 8 |
| COc1ccc(OC)c(Nc2ncnc3sccc23)c1 | -3 | 33 | -2 | 5 | -3 | -19 | -10 |
| Cc1ccc(CC(=O)OCC(=O)c2ccc[nH]2)cc1C | 16 | -19 | 3 | 5 | 0 | -35 | -3 |
| O=C(Nc1ccc(S(=O)(=O)NC2=NCCCCC2)cc1)c1cccc(OC(F)F)c1 | ? | 28 | · | 5 | · | 2 | 21 |
| CC(=O)Nc1ccc(NC(=O)CCc2nc3ccccc3c(=O)[nH]2)cc1 | -6 | -1 | · | 1 | -1 | 9 | -1 |
| O=C(Nc1ccc([N+](=O)[O-])cc1)C1COc2ccccc2O1 (stereo unspecified) | -15 | 30 | 1 | 1 | 3 | · | -6 |
| N=c1n(Cc2ccccc2)c2ccccc2n1CC(O)COc1ccc(Cl)cc1Cl (stereo unspecified) | -4 | 93* | -11 | 24 | -4 | 101* | 62* |
| C#CCn1c(=NC(=O)CN2C(=O)CCC2=O)sc2cccc(C)c21 | ? | 11 | -5 | -1 | 1 | 11 | 2 |
| Cc1cc(/C=C(/C#N)C(=O)Nc2ccc(Cl)cc2)c(C)n1-c1cccnc1 | · | -11 | -1 | · | · | 3 | · |
| Cc1ccc(NC(=O)Nc2ccc3c(c2)OCO3)c(OC(F)F)c1 | -1 | -113 | -6 | -1 | -2 | -81 | -74 |
| CNC(=O)C[C@@H]1CC[C@@H]2[C@H](COC[C@H](O)CN2C(=O)c2ccc3c(c2)OCO3)O1 | -1 | · | 2 | 0 | 0 | -2 | · |
| CCNC(=O)C[C@@H]1CC[C@H]2[C@@H](COc3ccc(NC(=O)Nc4ccc(F)cc4)cc3C(=O)N2C)O1 | 14 | 1 | 4 | -1 | 1 | 3 | 5 |
| O=C(Nc1cccc(-c2cccc(F)c2)c1)C1CCN(C2CCOCC2)CC1 | -2 | 15 | -16 | -16 | 0 | 13 | 13 |
| Cc1noc(C)c1NC(=O)N(C)C[C@H]1OCCCC[C@H](C)Oc2ccc(NS(=O)(=O)c3cn(C)cn3)cc2C(=O)N([C@@H](C)CO)C[C@@H]1C | 0 | -3 | -3 | · | · | -14 | -9 |
| C[C@H](CO)N1C[C@H](C)[C@H](CN(C)C(=O)NC2CCCCC2)Oc2ccc(NC(=O)C3CC3)cc2CC1=O | -3 | · | -9 | 0 | -5 | -5 | 0 |
| Cc1ccc(N=C(N(C)C)P(=O)(N(C)C)N(C)C)c(C)c1 | · | 14 | 1 | -5 | -8 | -2 | 6 |
| Cc1cccc(C)c1Nc1nnc(SCC(=O)NCc2cccs2)s1 | · | -14 | -2 | · | · | 12 | · |
| Cc1ccccc1COC(=O)CCCC1=NS(=O)(=O)c2ccccc2N1 | -6 | -8 | 20 | -3 | 0 | -13 | · |
| C[C@H]1CN([C@@H](C)CO)C(=O)c2cc(NS(=O)(=O)c3ccc(Cl)cc3)ccc2O[C@H]1CN(C)C | 16 | -10 | -11 | 7 | 0 | -16 | 1 |
| C[C@H](CO)N1C[C@H](C)[C@@H](CN(C)C(=O)C2CCC2)Oc2ncc(-c3ccccc3F)cc2C1=O | 6 | · | 0 | 0 | · | 1 | -5 |
| C[C@@H]1CN([C@H](C)CO)C(=O)c2cc(C#C[C@@H](C)O)cnc2O[C@@H]1CN(C)Cc1cncnc1 | 17 | -13 | 39 | -1 | 4 | 26 | -4 |
| O=C(C[C@H]1C=C[C@@H](NS(=O)(=O)c2ccc(F)cc2)[C@@H](CO)O1)N1CCC(Cc2ccccc2)CC1 | -7 | 14 | -1 | -4 | 2 | 8 | 17 |
| CCOc1ccc(/C(C)=N/NC(=O)Cn2nc([N+](=O)[O-])cc2C)cc1 | -4 | -8 | -7 | 0 | 1 | -10 | -6 |
| COc1ccc2ccc(OCC(=O)NCC3CCCO3)cc2c1 (stereo unspecified) | 1 | -9 | -2 | 3 | -7 | 20 | -4 |
| COc1ccc(C#Cc2ccc([C@H]3[C@@H](CO)N4CCCCN(C(=O)Nc5ccc(F)cc5)C[C@@H]34)cc2)cc1 | 30* | -17 | 12 | 2 | 6 | -4 | · |
| CC12CCC(C(=O)NC3CCCCC3)([C@H](Br)C1=O)C2(C)C (stereo partly specified) | -3 | 10 | -4 | 1 | -4 | 11 | 3 |
| CCn1cnc2c1c(=O)n(CC(=O)Nc1ccc(C(N)=O)cc1)c(=O)n2Cc1ccccc1 | -7 | 2 | -3 | 0 | -2 | -6 | 10 |
| O=C(c1cc2ccccc2o1)N1CCCC1 | · | -27 | 4 | -2 | -4 | -26 | -10 |
| COc1ccc(CNC(=S)Nc2ccccc2)cc1Cl | 3 | -5 | 24 | 1 | -2 | -63 | -5 |
| N#C[C@H]1[C@@H](c2ccc(C#Cc3ccc(F)cc3)cc2)[C@H](CO)N1C(=O)C1CCCC1 | -4 | 87* | -13 | 1 | -5 | 0 | 28 |

Ordered by molar mass (low to high): some entries from above
| SMILES | DENV2 CPE | PAX8 inh HTS | ARNT TACC3 PPI | Casp6 inh | SIRT5 inh | LGR2 inh | EWS-Fli inh |
| --- | --- | --- | --- | --- | --- | --- | --- |
| Cc1ccc(CC(=O)OCC(=O)c2ccc[nH]2)cc1C | 16 | -19 | 3 | 5 | 0 | -35 | -3 |
| CCN(Cc1ccncc1)C(=S)Nc1ccccc1C | 12 | -8 | · | 1 | · | 8 | 2 |
| N#C[C@H]1[C@@H](c2ccc(C#Cc3ccc(F)cc3)cc2)[C@H](CO)N1C(=O)C1CCCC1 | -4 | 87* | -13 | 1 | -5 | 0 | 28 |
| CNC(=O)C[C@@H]1CC[C@@H]2[C@H](COC[C@H](O)CN2C(=O)c2ccc3c(c2)OCO3)O1 | -1 | · | 2 | 0 | 0 | -2 | · |
| O=C(C[C@H]1C=C[C@@H](NS(=O)(=O)c2ccc(F)cc2)[C@@H](CO)O1)N1CCC(Cc2ccccc2)CC1 | -7 | 14 | -1 | -4 | 2 | 8 | 17 |

Following part
| SMILES | DENV2 CPE | PAX8 inh HTS | ARNT TACC3 PPI | Casp6 inh | SIRT5 inh | LGR2 inh | EWS-Fli inh |
| --- | --- | --- | --- | --- | --- | --- | --- |
| CCN1C(=O)N[C@@H](CCc2ccccc2)C(C(=O)OC)=C1C | -5 | -2 | -2 | -5 | 1 | · | -11 |
| COc1ccc(CNC(=O)C[C@@H]2C[C@H]3c4cc(NC(=O)C5CCC5)ccc4O[C@H]3[C@H](CO)O2)cc1 | 1 | -27 | -7 | -2 | 1 | -9 | 7 |
| Cc1nn(CC(=O)Nc2ccc(C(C)C)cc2)c(C)c1[N+](=O)[O-] | -7 | -9 | -1 | 1 | -3 | 2 | 7 |
| CCc1ccccc1OCC(=O)Nc1cc(S(=O)(=O)N2CCOCC2)ccc1N1CCCCC1 | 8 | -9 | -4 | -2 | -1 | 11 | 19 |
| C[C@H]1CN([C@@H](C)CO)C(=O)c2cccc(NC(=O)c3ccc(-c4nccs4)cc3)c2O[C@H]1CN(C)S(=O)(=O)c1ccc(Cl)cc1 | -4 | 2 | -4 | -3 | -2 | 2 | 15 |
| Cc1nc(CN(C)Cc2nc(Cc3cccc(F)c3)no2)cs1 | -3 | 0 | 8 | -2 | 26* | -4 | 0 |
| COc1ccc(-c2ccc3nnc(SCC(=O)NCC4CCCO4)n3n2)cc1 (stereo unspecified) | -4 | -2 | -4 | 0 | -2 | -23 | -1 |
| c1ccc(Nc2ccc(NCCc3c[nH]c4ccccc34)cc2)cc1 | -6 | 43 | · | 2 | 0 | -6 | 6 |
| COc1c2c(nc3occc13)C(CC=C(C)C)(OC)C(=O)C=C2 (stereo unspecified) | 2 | 7 | 1 | 5 | -1 | 5 | -4 |
| COC(=O)[C@]12C[C@H](CC(=O)N3CCC(c4ccccc4)CC3)C(=O)N(Cc3ccc4c(c3)OCO4)C1=C[C@H](C(C)(C)C)O[C@@H]2C | -3 | 47 | · | 1 | · | 38 | 25 |
| O=c1[nH]c2cc3c(cc2cc1CN(CCN1CCOCC1)C(=S)NCC1CCCO1)OCO3 (stereo unspecified) | -5 | 5 | -2 | 4 | -1 | 6 | -4 |
| CCCCCCCCCCCCN1[C@@H](CC(=O)OC)c2cc(F)ccc2S1(=O)=O | -17 | 12 | -13 | 0 | · | 11 | 6 |
